High-throughput results: PubChem, National Center for Advancing Translational Sciences (NCATS)
D1 antag = antagonists of human D1 dopamine receptor; HEK293 TREx D1 cells, calcium flux, dopamine EC80; hits give low values; activity change, negative = inhibition, % at 10 µM; AID 504652; 360,000 tested, 3.2% active; in the data active means activity change below about -30%; further: on the % scale 0 is the no-effect control and ±100 the full control effect
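Allosteric or orthosteric antagonism assessed as attenuation of the calcium response to EC80 dopamine, added 180 s after compound, in induced HEK293 Trex D1 cells loaded with no-wash calcium dye.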
D1 ag = agonists of human D1 dopamine receptor | AID 504660 | P21728 | 360,000 tested, 1% active | HEK293 T-REx D1 cells, calcium flux, agonist mode | activation, % at 2 µM; in the data active means activation above about 30%; further: 0% is about no effect
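Inducible HEK293 T-REx D1 cells, force-coupled to calcium signalling, were plated at 4000 cells/well with tetracycline and held overnight at 30 C. After no-wash calcium dye loading, compound-evoked calcium rise over 180 s flagged agonists.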
Vif-A3G inh = blocks the Vif interaction with human APOBEC3G | Q9HC16 | HeLa A3G-eYFP + Vif (tagged APOBEC3G with the HIV-1 protein that degrades it), YFP fluorescence, overnight | Potency, µM (titrated, usually from 46.1 µM), without a hit: top-dose activity, negative = active, actives largely listed as inhibitors | 410,000 tested, 0.076% active | AID 602310;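 further: potency means the concentration at half of the fitted maximal effect; on the % scale 0 is the no-effect control and ±100 the full control effect; nearly all actives have a fitted effect of over 60% in size; hits raise eYFP signal because A3G escapes Vif-driven loss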
Target sequence (Q9HC16 whole entry, looked up): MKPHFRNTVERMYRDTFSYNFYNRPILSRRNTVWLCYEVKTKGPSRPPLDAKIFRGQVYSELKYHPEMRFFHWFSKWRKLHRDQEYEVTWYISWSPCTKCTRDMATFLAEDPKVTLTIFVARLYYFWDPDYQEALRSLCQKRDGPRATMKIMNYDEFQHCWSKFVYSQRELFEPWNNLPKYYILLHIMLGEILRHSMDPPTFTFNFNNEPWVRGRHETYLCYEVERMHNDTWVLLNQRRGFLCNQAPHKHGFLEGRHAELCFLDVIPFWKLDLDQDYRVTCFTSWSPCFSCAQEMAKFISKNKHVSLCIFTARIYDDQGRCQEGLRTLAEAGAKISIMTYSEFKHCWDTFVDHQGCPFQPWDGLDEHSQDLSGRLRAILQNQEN
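HeLa cells stably expressing Vif and C-terminally eYFP-tagged A3G, seeded overnight at 37 deg C, then exposed to compound by pintool overnight at 37 deg C. Rise in yellow fluorescence (Ex 488/Em 500-530, Acumen) marks blocked Vif-driven A3G degradation.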
D2 PAM = positively modulates the human D2 dopamine receptor allosterically; HEK293 T-REx D2, calcium flux, EC20 dopamine potentiation; P14416; potentiation, % at 10 µM; 340,000 tested, 0.34% active;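 active means potentiation over 3 SD above the plate norm, cut at about 30% in these data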; further: 0% is about no effect
Target sequence (P14416 whole entry, looked up): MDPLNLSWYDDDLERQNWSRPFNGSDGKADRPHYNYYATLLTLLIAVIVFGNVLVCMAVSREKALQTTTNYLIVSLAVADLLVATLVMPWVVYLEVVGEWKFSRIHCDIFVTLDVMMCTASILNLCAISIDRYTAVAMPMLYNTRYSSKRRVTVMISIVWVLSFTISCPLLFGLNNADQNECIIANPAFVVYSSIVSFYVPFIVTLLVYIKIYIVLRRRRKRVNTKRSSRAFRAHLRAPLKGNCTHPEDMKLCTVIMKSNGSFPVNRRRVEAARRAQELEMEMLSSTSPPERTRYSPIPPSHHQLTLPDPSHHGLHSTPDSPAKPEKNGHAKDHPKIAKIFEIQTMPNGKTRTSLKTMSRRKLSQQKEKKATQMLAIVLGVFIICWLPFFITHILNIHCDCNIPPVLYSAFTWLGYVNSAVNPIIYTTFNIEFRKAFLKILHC
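Primary screen. Calcium kinetics in induced HEK293 T-REx D2 cells: compound pre-addition 180 s, EC20 dopamine, 180 s more.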
Glioma ERSR ind = inducers of ER stress response in human glioma cells. U87-MG GRP78 promoter luciferase reporter, 16 h. Potency, µM, for inactives: top-dose activation, hits mostly activators. 420,000 tested, 0.02% active. AID 602332; further: potency means the concentration at half of the fitted maximal effect; series mostly up to about 76 µM; % of control where 0% means no effect; nearly all actives have a fitted effect of over 35% in size
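ERSR induction read as luciferase luminescence (Bright-Glo, 10 min at room temperature) in stably transfected human U87-MG glioma cells exposed to compounds for 16 h, using GRP78 as sensor.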
RXFP1 ag = agonists of human relaxin receptor RXFP1 | HEK293T-RXFP1 cAMP TR-FRET, 30 min; response scale: percent of porcine relaxin response, buffer zero | Potency, µM (highest dose often 57.5 µM), inactives show at the top dose activation, most hits filed as activators | 370,000 tested, 0.3% active | AID 2676; further: potency means the concentration at half of the fitted maximal effect; on the % scale 0 is the no-effect control and ±100 the full control effect; nearly all actives have a fitted effect of over 60% in size; many of its hits are not listed in these tables
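Agonist response is measured as cAMP accumulation in an RXFP1-transfected HEK293T line under PDE4 inhibition. Values are scaled between buffer-only and 29 nM porcine relaxin, and EC50s come from standard Hill equation fits.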
Vif-APOBEC3F blk = Vif-A3F binding inhibition; Potency, µM (titrated, usually from 46.1 µM), for the others: at the top dose activity, negative = active; HeLa A3F-eYFP + Vif (tagged APOBEC3F with the HIV-1 protein that degrades it), YFP fluorescence increase; AID 602313; 390,000 tested, 0.2% active; further: potency means the concentration at half of the fitted maximal effect; % of control where 0% means no effect; nearly all actives have a fitted effect of over 65% in size
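Fluorescence increase (Ex 488/Em 500-530) after overnight compound treatment at 37 deg C flags inhibition of Vif-driven A3F-eYFP loss in stable HeLa A3F-eYFP/Vif cells seeded overnight beforehand.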
RXFP1 antag = blocks the human relaxin receptor RXFP1; Q9HBX9; HEK293-RXFP1, relaxin-stimulated cAMP HTRF, 30 min; hits give low values; activity change, negative = inhibition, % at 57.5 µM; 350,000 tested, 0.59% active; AID 1259400;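 active means activity change of -60% or lower, but not beyond a set lower limit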; further: on the % scale 0 is the no-effect control and ±100 the full control effect
D1 PAM = potentiators of human D1 dopamine receptor | P21728 | HEK293 TREx D1 cells, calcium flux, dopamine EC20 potentiation | 360,000 tested, 0.036% active | potentiation, % at 10 µM; in the data active means potentiation above about 30%; further: 0% is about no effect
* = called active by the depositor; · = no result given; & = joins results of further samples; [ ] = another dose, or the depositor's remark. Unless noted, the call rests on the fitted dose curve; in most records, active means well fitted curve in the direction sought with a large enough effect; inconclusive means small, poorly fitted or top-dose-only effect, or another doubt; inactive means no such curve, though single readings can be large; an effect the other way counts as inactive or inconclusive.

Assay codes: A = D1 antag; B = D1 ag; C = Vif-A3G inh; D = D2 PAM; E = Glioma ERSR ind; F = RXFP1 ag; G = Vif-APOBEC3F blk; H = RXFP1 antag; I = D1 PAM
> COc1ccc(S(=O)(=O)Nc2ccccc2N2CCOCC2)cc1[N+](=O)[O-]
  A = 4 | B = 2 | C = -1% | D = -14 | E = 1% | F = 0.0% | G = 2% | H = 3 | I = -4
> O=C(c1ccc(F)cc1)N1CCC(c2nc3ccccc3s2)CC1
  A = -20 | B = 7 | C = 0% | D = 16 | E = -5% | F = -2.6% | G = 0% | H = 0 | I = 0
> O=C(NC1CCCCC1)c1c2c(nc3ccccc13)CCC2
  A = -17 | B = 1 | C = 3% | D = 18 | E = -4% | F = -0.6% | G = -7% | H = 1 | I = -3
> Fc1ccccc1CSc1nnc(Cn2cnc3ccccc32)n1-c1ccccc1
  A = 24 | B = 2 | C = -4% | D = 3 | E = -6% | F = 4.4% | G = -6% | H = -2 | I = 6
> O=[N+]([O-])c1ccc2c(c1)C(N1CCOCC1)/C(=C/C1(O)CCCCC1)O2 (stereo not drawn)
  A = 11 | B = 1 | C = -5% | D = 8 | E = 1% | F = -1.6% | G = -7% | H = -13 | I = -4
> O=C(Nc1ccccc1[N+](=O)[O-])c1nc[nH]c1C(=O)NCCO
  A = -2 | B = 2 | C = -5% | D = 3 | E = 1% | F = 1.0% | G = -3% | H = -3 | I = 1
> COc1ccccc1N1CCN(C(=O)CNC(=O)c2cn(-c3ccccc3OC)c(=O)c3ccccc23)CC1
  A = 1 | B = 1 | C = -11% | D = -1 | E = 12% | F = -0.4% | G = 30%[activator] | H = -8 | I = 2
> O=C(CN1C(=O)c2ccccc2S1(=O)=O)NCc1ccccn1
  A = -18 | B = 2 | C = 2% | D = -16 | E = 0% | F = 0.0% | G = 0% | H = 19 | I = -10
> O=C(NC1CCOCC1)C1CCC(=O)N(Cc2cccc(C(F)(F)F)c2)C1 (stereo not drawn)
  A = -11 | B = 1 | C = 1% | D = 8 | E = 2% | F = -2.9% | G = -1% | H = 2 | I = 1
> COc1ccccc1Nc1nnc(SCc2nnc(-c3cc(OC)c(OC)c(OC)c3)o2)s1
  A = 15 | B = 3 | C = -17% | D = -6 | E = -2% | F = 3.5% | G = -14% | H = 7 | I = -2
> COc1cc(C(CCN2CCOCC2)c2c(OC)cc(OC)c3c2OC(=O)CC3c2ccc(N(C)C)cc2)cc(OC)c1OC (stereo not drawn)
  A = -5 | B = 1 | C = -4%&-5% | D = -4 | E = -4%&-5% | F = 0.0% | G = 3% | H = · | I = -4
> Cc1[nH]c2ccc(OC(F)(F)F)cc2c1CCN1C(=O)c2ccc(C(=O)O)cc2C1=O
  A = 2 | B = 4 | C = 2% | D = 8 | E = -1% | F = 0.5% | G = 10% | H = -1 | I = -6
> Cc1cccc(NC(=O)CNC(=O)Cc2ccc(S(=O)(=O)N3CCOCC3)s2)c1C
  A = 1 | B = 1 | C = 0% | D = 14 | E = -2% | F = 1.0% | G = -1% | H = -7 | I = -3
> CN(C)c1ccccc1C(=O)N1CCCC(Nc2ccc(F)cc2)C1 (stereo not drawn)
  A = -22 | B = 3 | C = 9% | D = 8 | E = -2% | F = 1.0% | G = -9% | H = -15 | I = -2
> CC(=O)Nc1ccc(NC(=O)CN(C)S(=O)(=O)c2ccc3c(c2)CCCC(=O)N3)cc1
  A = -5 | B = 2 | C = 0% | D = 0 | E = 1% | F = -0.1% | G = -3% | H = · | I = 1
> CCOc1cccc(N2C(=O)CC(n3cnc4ccccc43)C2=O)c1 (stereo not drawn)
  A = -11 | B = 11 | C = -1% | D = · | E = -4% | F = -0.3% | G = 4% | H = -5 | I = -3
> Cc1ccc(O)c(NC(=O)c2cc(-c3ccc4c(c3)OCO4)on2)c1
  A = 7 | B = 0 | C = -6% | D = 14 | E = 2% | F = 2.2% | G = 0% | H = -7 | I = 2
> CCN(CC)CCNC(=O)c1cccc(NC(=O)C(=O)c2cc(Br)ccc2NC(C)=O)c1
  A = -23 | B = 1 | C = 0% | D = 4 | E = -6% | F = 0.8% | G = 8% | H = -2 | I = -1
> CCN(Cc1ccccc1)Cc1cccc([N+](=O)[O-])c1
  A = -5 | B = 3 | C = -7% | D = -29 | E = -1% | F = 0.1% | G = -12% | H = 3 | I = -2
> COC(=O)Nc1nc(-c2ccccc2)c(C(=O)c2ccc(Cl)cc2)s1
  A = -1 | B = 2 | C = -33% | D = -1 | E = -9% | F = 18% | G = 3% | H = -4 | I = -8
> CC(=O)Cc1nsc(NC(=O)c2ccc(-c3cc(C(F)(F)F)ccc3Cl)o2)n1
  A = -33* | B = 2 | C = -13% | D = -3 | E = -5% | F = 2.4% | G = 0% | H = 5 | I = -4
> CC(=O)Nc1cccc(C(=O)Nc2nc(C)cs2)c1
  A = -6 | B = 3 | C = 1% | D = 12 | E = -2% | F = 0.9% | G = 8% | H = -8 | I = -3
> Cc1ccc(OCC(=O)NCC(c2ccc(Cl)cc2)N2CCCCC2)cc1 (stereo not drawn)
  A = 6 | B = 0 | C = 0% | D = -30 | E = -4% | F = 0.1% | G = -6% | H = -37 | I = 1
> COc1ccc(CCN2C(=O)CC(N3CCN(S(=O)(=O)c4ccccc4)CC3)C2=O)cc1 (stereo not drawn)
  A = -6 | B = -2 | C = 2% | D = 31* | E = -3% | F = 0.8% | G = -2% | H = -3 | I = 1
> Nc1ccc(S(=O)(=O)c2ccc(N3CCOCC3)c(N)c2)cc1
  A = · | B = · | C = 0% | D = · | E = 0% | F = · | G = -8% | H = 4 | I = ·
> COc1ccc(NC(=O)Cc2c(Cl)cccc2Cl)cn1
  A = 20 | B = 3 | C = 0% | D = -5 | E = -4% | F = 0.1% | G = 14% | H = -3 | I = 0
> CC(Oc1ccc(F)cc1)C(=O)Nc1cc(S(=O)(=O)N2CCCCC2)ccc1N1CCOCC1 (stereo not drawn)
  A = 3 | B = 5 | C = -5% | D = 2 | E = -2% | F = 1.7% | G = 3% | H = 16 | I = 7
> CCCc1nc2ccccc2c(=O)n1/N=C/c1ccc(O)cc1O
  A = -17 | B = 13 | C = -1% | D = -2 | E = 1% | F = 2.0% | G = -17% | H = -2 | I = -7
> O=[N+]([O-])c1cccc(N2Cc3ccccc3C2)c1
  A = 7 | B = 1 | C = -6% | D = -2 | E = -1% | F = 1.3% | G = 7% | H = -20 | I = -7
> COC(=O)c1[nH]c2ccc(Br)cc2c1NC(=O)CN1CCCCC1CCO (stereo not drawn)
  A = -41* | B = 1 | C = 1% | D = -1 | E = -2% | F = 11% | G = 7% | H = 6 | I = -4
> Cc1ccc(CNC(=O)C2CCN(S(=O)(=O)c3c(C)noc3C)CC2)cc1
  A = 2 | B = 0 | C = 0% | D = -10 | E = -1% | F = 2.4% | G = -4% | H = 0 | I = 2
> COc1ccc(Cc2nnc(-c3ccccc3)o2)cc1
  A = -13 | B = 7 | C = 1% | D = 13 | E = -1% | F = -0.1% | G = 12% | H = 13 | I = -1
> CCc1ccc(-n2nc(C)c3c(C(=O)N4CCN(c5cccc(Cl)c5)CC4)cc(C)nc32)cc1
  A = 11 | B = 5 | C = 3% | D = 5 | E = -2% | F = 1.1% | G = -3% | H = -4 | I = 3
> O=c1c2cc(F)ccc2[nH]c(=S)n1CCCN1CCOCC1
  A = -6 | B = 0 | C = 0% | D = -15 | E = -3% | F = 2.2% | G = -11% | H = -13 | I = -5
> CN(CC(=O)Nc1ccc(N2CCOCC2)cc1)C(=O)CSc1ccc(F)cc1
  A = -1 | B = 3 | C = -4% | D = 1 | E = -4% | F = -0.4% | G = -16% | H = 3 | I = 1
> O=C(c1ccc(Cl)c(S(=O)(=O)N2CCOCC2)c1)N1CCCC1
  A = -3 | B = 3 | C = 0% | D = -3 | E = -4% | F = -4.8% | G = 2% | H = -4 | I = -2
> CCc1nnc(NC(=O)C2=NN(C3CCS(=O)(=O)C3)C(=O)CC2)s1 (stereo not drawn)
  A = -2 | B = 3 | C = -2% | D = -1 | E = 4% | F = 0.2% | G = -14% | H = -11 | I = -2
> Nc1nc(N)c(N=Nc2ccc(SCC(=O)O)cc2)c(=O)[nH]1
  A = -21 | B = 2 | C = 3% | D = -2 | E = 2% | F = 7.2% | G = -8% | H = 6 | I = -7
> COc1ccc(NC(=S)N2CCN(Cc3ccc(C)cc3)CC2)cc1
  A = -11 | B = 8 | C = 7% | D = -5 | E = -1% | F = -0.3% | G = 5% | H = -10 | I = -3
> CC1(C)CC(=O)C/C(=N\NC(=O)C2CC2c2ccccc2)C1 (stereo not drawn)
  A = -1 | B = 3 | C = 4% | D = 3 | E = -5% | F = -1.2% | G = -1% | H = -3 | I = 5
> O=C(Nc1c(C(=O)Nc2cccc(F)c2)oc2ccccc12)c1cc2ccccc2o1
  A = 1 | B = 9 | C = -9% | D = -3 | E = 0% | F = -0.2% | G = -1% | H = · | I = -2
> CCn1c(SCC(=O)NC2=NCCS2)nnc1C(C)NC(=O)c1ccccc1Br (stereo not drawn)
  A = -5 | B = 0 | C = 2% | D = 9 | E = -2% | F = 0.5% | G = -7% | H = 1 | I = 5
> O=C(NCCC1=CCCCC1)C1CCN(S(=O)(=O)c2cccc(C(F)(F)F)c2)CC1
  A = 11 | B = 4 | C = 7% | D = -9 | E = -3% | F = -1.5% | G = 18% | H = 10 | I = -4
> Cc1ccc(Oc2ncnc3sccc23)cc1
  A = -11 | B = 2 | C = -3% | D = 5 | E = 6% | F = -0.6% | G = -1% | H = -5 | I = -5
> CCOc1ccc(NC(=O)c2ccc(CSc3nnnn3C)cc2)cc1
  A = -9 | B = 9 | C = 0% | D = 6 | E = -2% | F = 1.2% | G = 2% | H = 11 | I = -4
> O=C(O)CC(Cc1ccc(Br)cc1)C(=O)Nc1ccccc1 (stereo not drawn)
  A = 10 | B = -4 | C = -3% | D = 12 | E = -3% | F = 0.2% | G = -6% | H = -4 | I = -1

Not all compounds are listed, so the mix of outcomes need not match the whole.
